Compound activity from PubChem BioAssay.
BLM helicase inh = Bloom syndrome helicase (human) inhibition; Potency, µM (series often up to 56.1 µM), for inactives: at the highest dose activity change, negative = inhibition, usual class: inhibitors; P54132; 350,000 tested, 0.2% active; recombinant BLM DNA unwinding, fluorescence dequenching;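 further: plate controls were vehicle for no effect and no enzyme for full effect; nearly all actives have a fitted effect of over 35% in size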
Target sequence (P54132 whole entry, looked up): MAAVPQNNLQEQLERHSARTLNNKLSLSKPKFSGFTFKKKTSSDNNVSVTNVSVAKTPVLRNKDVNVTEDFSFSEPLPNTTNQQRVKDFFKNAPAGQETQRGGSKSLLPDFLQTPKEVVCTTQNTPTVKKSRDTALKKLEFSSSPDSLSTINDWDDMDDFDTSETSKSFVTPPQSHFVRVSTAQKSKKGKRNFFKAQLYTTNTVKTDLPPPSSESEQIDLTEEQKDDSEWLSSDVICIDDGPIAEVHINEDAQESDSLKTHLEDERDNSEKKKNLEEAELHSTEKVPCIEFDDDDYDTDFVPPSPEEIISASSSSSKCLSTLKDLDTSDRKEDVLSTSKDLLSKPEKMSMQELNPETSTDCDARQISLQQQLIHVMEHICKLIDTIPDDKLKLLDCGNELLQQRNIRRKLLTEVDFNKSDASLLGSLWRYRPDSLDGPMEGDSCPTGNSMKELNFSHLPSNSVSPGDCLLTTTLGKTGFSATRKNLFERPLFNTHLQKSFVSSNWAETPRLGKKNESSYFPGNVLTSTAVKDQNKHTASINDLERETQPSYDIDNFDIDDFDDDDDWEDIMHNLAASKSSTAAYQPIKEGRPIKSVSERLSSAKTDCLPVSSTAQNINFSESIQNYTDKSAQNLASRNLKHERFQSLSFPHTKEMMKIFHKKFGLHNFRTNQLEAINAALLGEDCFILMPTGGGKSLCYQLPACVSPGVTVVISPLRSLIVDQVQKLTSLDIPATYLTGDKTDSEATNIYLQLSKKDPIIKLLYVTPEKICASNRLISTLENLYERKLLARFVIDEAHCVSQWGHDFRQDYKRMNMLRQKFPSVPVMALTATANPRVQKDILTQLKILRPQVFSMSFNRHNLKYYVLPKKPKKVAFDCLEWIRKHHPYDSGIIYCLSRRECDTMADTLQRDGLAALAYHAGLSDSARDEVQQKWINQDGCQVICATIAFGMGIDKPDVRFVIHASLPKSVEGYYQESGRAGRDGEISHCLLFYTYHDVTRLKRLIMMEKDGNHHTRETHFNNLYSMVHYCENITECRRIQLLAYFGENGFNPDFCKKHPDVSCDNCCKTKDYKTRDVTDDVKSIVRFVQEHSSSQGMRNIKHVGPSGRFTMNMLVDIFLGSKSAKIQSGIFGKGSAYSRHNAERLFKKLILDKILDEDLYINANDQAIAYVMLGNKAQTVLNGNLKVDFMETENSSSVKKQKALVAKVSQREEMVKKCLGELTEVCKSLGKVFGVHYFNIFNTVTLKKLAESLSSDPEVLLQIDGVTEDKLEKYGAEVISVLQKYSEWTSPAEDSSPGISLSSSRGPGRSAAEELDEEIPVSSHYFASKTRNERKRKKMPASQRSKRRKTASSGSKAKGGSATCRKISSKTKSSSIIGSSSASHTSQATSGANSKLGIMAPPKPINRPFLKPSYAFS
APE1 inh = inhibitors of human APE1 endonuclease. P27695. recombinant APE1, TAMRA/BHQ-2 abasic DNA cleavage fluorescence. Potency, µM (highest dose often 65.8 µM), for the others: at the top dose activity change, negative = inhibition, actives largely listed as inhibitors. 350,000 tested, 0.35% active. AID 2517;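 further: plate controls were vehicle for no effect and reference inhibitor for full effect; nearly all actives have a fitted effect of over 55% in size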
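Readout is kinetic fluorescence (ex 525, em 598 nm) from cleavage of 50 nM TAMRA/BHQ-2 THF abasic duplex by 0.75 nM APE1, compound added 15 min beforehand at RT.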
Pol beta inh = inhibitors of human DNA polymerase beta | P06746 | Pol beta primer extension/strand displacement, fluorescence kinetic | Potency, µM (titrated, usually from 114 µM), inactives show top-dose activity change, negative = inhibition, most hits filed as inhibitors | 340,000 tested, 1.3% active | AID 485314; further: on the % scale 0 is the no-effect control and ±100 the full control effect
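Values derive from four-parameter Hill fits of normalized kinetic data: reads at 0 and 10 min following addition of 50 nM substrate to 10 nM Pol beta preincubated 15 min with compound.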
Pol kappa inh = DNA polymerase kappa (human) inhibition; Q9UBT6; purified Pol kappa, fluorescent DNA synthesis assay, 10 min; Potency, µM (highest dose often 107 µM), inactives show at the top dose activity, negative = inhibition, actives largely listed as inhibitors; 400,000 tested, 0.53% active; further: on the % scale 0 is the no-effect control and ±100 the full control effect
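Kinetic fluorescence screen: compound preincubated 15 min RT with 10 nM enzyme; 50 nM substrate (final) initiates; reads at 0/10 min.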
Pol eta inh = DNA polymerase eta (human) inhibition; Q9Y253; Potency, µM (titrated, usually from 114 µM), inactives show top-dose activity change, negative = inhibition, actives largely listed as inhibitors; recombinant Pol eta, fluorescent DNA replication assay; AID 588591; 390,000 tested, 1.2% active; further: on the % scale 0 is the no-effect control and ±100 the full control effect
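Pol eta at 10 nM preincubated with compounds 15 min at room temperature; reaction started with fluorescent substrate (50 nM final) and read kinetically at 0 and 10 min.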
Pol iota inh = blocks human DNA polymerase iota activity | Potency, µM (titrated, usually from 115 µM), for inactives: top-dose activity, negative = inhibition, actives largely listed as inhibitors | Pol iota fluorescent replication assay, 10 min | 390,000 tested, 1% active | Q9UNA4 | AID 588590
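Pol iota at 10 nM preincubated 15 min with compounds at room temperature; reaction started with fluorescent substrate, 50 nM final. Fluorescence read kinetically at 0 and 10 min; buffer-only wells as negative control.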
BAZ2B inh = inhibitors of human BAZ2B bromodomain | Q9UIF8 | AlphaScreen BAZ2B-H3K14Ac peptide displacement | Potency, µM (titrated, usually from 114 µM), for the others: at the highest dose activity change, negative = inhibition, hits mostly inhibitors | 360,000 tested, 4.4% active; further: on the % scale 0 is the no-effect control and ±100 the full control effect; nearly all actives have a fitted effect of over 60% in size
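AlphaScreen displacement of biotin-H3(5-23)K14Ac peptide (50 nM final) from BAZ2B (50 nM final) in PBS pH 7.4, 0.01% Tween-20; complex preformed 30 min RT, then compounds (top 110 uM) 30 min RT, beads 20 min dark.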
JMJD2A Tudor inh = blocks the human JMJD2A Tudor domain | O75164 | AlphaScreen JMJD2A-Tudor / H3K4me3 peptide binding | Potency, µM (highest dose often 114 µM), for the others: top-dose activity change, negative = inhibition, usual class: inhibitors | 390,000 tested, 4.4% active | AID 504339; further: on the % scale 0 is the no-effect control and ±100 the full control effect; nearly all actives have a fitted effect of over 50% in size
G9a inh = blocks human histone lysine methyltransferase G9a | G9a H3K9 monomethylation, AlphaScreen, 2 h | Potency, µM (top dose mostly 102 µM), for the others: at the top dose activity, negative = inhibition, actives largely listed as inhibitors | AID 504332 | 350,000 tested, 8.8% active; further: on the % scale 0 is the no-effect control and ±100 the full control effect; nearly all actives have a fitted effect of over 75% in size
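Chemiluminescent proximity detection of H3K9 monomethylation, read after 10 min bead incubation in the dark. Reaction: 20 nM G9a, 500 nM biotin-H3K9 peptide, 20 uM SAM cofactor, 2 h, room temperature, following 15 min enzyme-compound preincubation.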
An asterisk follows results filed as active; ? = inconclusive; / = not tested or not shown; [ ] = remark or other dose. The call rests on the fitted dose curve; in most records, active means well fitted curve in the direction sought with a large enough effect; inconclusive means small, poorly fitted or top-dose-only effect, or another doubt; inactive means no such curve, though single readings can be large; an effect the other way counts as inactive or inconclusive. Potency means the concentration at half of the fitted maximal effect.

Every second line gives: G9a inh	JMJD2A Tudor inh	BLM helicase inh	APE1 inh	Pol beta inh	Pol kappa inh	Pol eta inh	BAZ2B inh	Pol iota inh
Cc1nnc(SCc2ccc(Cl)cc2)nc1/C=C/N(C)C
  ?	-1%	-10%	7%	?	-13%	-23%	?	5%
COc1ccc(NC(=O)N2CCCC3(CCN(C(=O)c4ccncc4)CC3)C2)cc1
  -3%[12.7 µM]	/	-6%	4%	/	-2%[60.1 µM]	/	/	/
Cc1cccc2c1N(C)C(=O)C2=O
  -18%	-2%[11.4 µM]	-14%	11%	38%[activator]	1%	-20%	1%	100%[activator]
S=C(Nc1cccc(Cl)c1)Nc1ccc2cn[nH]c2c1
  -41%[59 µM]	-15%	4%	23%	41%	-9%	-22%	?	34%[activator]
O=C(Nc1ccc(Cl)c(Cl)c1)Oc1ccc(NC(=O)c2ccco2)cc1
  13%[59 µM]	6%	-12%	12%	-15%	-15%	5%	-9%	-11%
COc1ccccc1NC(=O)CSc1nnc(NC(=O)C2CCC2)s1
  59%[activator]	-15%	3%	-10%	28%	-8%	-8%	-2%	46%[activator]
CCCCNC(=O)Nc1nnc(C(C)(C)C)s1
  6%	-13%	1%	?	3%	-2%	-1%	-15%	54%[activator]
Cc1cccc(NC(=S)NC2CCN(Cc3ccccc3)CC2)c1C
  12%[59 µM]	-18%	-2%	1%	6%	-13%	-12%	-35%	6%
COc1ccc2nc(N3CCCC(O)C3)c(C#N)cc2c1 (configuration not stated)
  -7%[59 µM]	-7%	2%	4%	-10%	-10%	-7%	8%	157%[activator]
CC(=O)C1=C(C)NC(=O)NC1c1cc(Br)ccc1OCC(N)=O (configuration not stated)
  ?	-14%	-11%	12%	?	-14%	?	6%	-11%
O=C(NCc1cccc(Cl)c1)c1cc2c(s1)-c1ccccc1SC2
  8%[59 µM]	-14%	-12%	/	3%	-22%	/	-1%	16%
O=C(COC(=O)Cn1cc(C(F)(F)F)ccc1=O)Nc1ccc(Br)cc1F
  ?	-5%	/	40%	/	-12%	-5%	-2%	39%[activator]
Cc1cccc(N2CC(O)(c3cccs3)[N+]3=C2CCCCC3)c1 (configuration not stated)
  -2%	-8%	-2%	1%	0%	2%	-2%	-12%	-4%
CN(C)C(=O)n1nnnc1Cc1ccc(-c2ccccc2)cc1
  35%[59 µM]	/	-3%	-7%	/	-13%[60.1 µM]	/	/	/
CCc1nn(CC(=O)Nc2c(C)cc(C)cc2C)c(=O)c2cc3sccc3n12
  ?	-3%	-3%	/	?	4%	-5%	-2%	-4%
Cc1cccc(OC(=O)CSc2nnc(-c3cccs3)o2)c1C
  ?	2%	-2%	/	2%	12%	-9%	3%	21%
Cc1cccc(-c2n[nH]c(=S)n2/N=C/c2ccc(C)s2)c1
  1.1µM*	?	-9%	0%	-24%	-9%	-21%	-20%	22%
O=S(=O)(NCc1ccccn1)c1ccccc1
  17%[59 µM]	8.9µM*	-6%	-2%	19%	7%	-15%	-1%	2%
Cn1c(CNC(=O)c2ccco2)nnc1SCC(=O)N1CCN(c2ccccc2)CC1
  14%	-14%	1%	30%	0%	-8%	-19%	-3%	134%[activator]
O=C(COc1ccc(F)cc1)Nc1nnc(-c2ccncc2)s1
  /	?	-1%	-3%	7%	-29%	8%	-8%	15%

Structures from the list above that contain an aryl methoxy group, in the order listed:
Every second line gives: G9a inh	JMJD2A Tudor inh	BLM helicase inh	APE1 inh	Pol beta inh	Pol kappa inh	Pol eta inh	BAZ2B inh	Pol iota inh
COc1ccc(NC(=O)N2CCCC3(CCN(C(=O)c4ccncc4)CC3)C2)cc1
  -3%[12.7 µM]	/	-6%	4%	/	-2%[60.1 µM]	/	/	/
COc1ccccc1NC(=O)CSc1nnc(NC(=O)C2CCC2)s1
  59%[activator]	-15%	3%	-10%	28%	-8%	-8%	-2%	46%[activator]
COc1ccc2nc(N3CCCC(O)C3)c(C#N)cc2c1 (configuration not stated)
  -7%[59 µM]	-7%	2%	4%	-10%	-10%	-7%	8%	157%[activator]

New compounds follow
Every second line gives: G9a inh	JMJD2A Tudor inh	BLM helicase inh	APE1 inh	Pol beta inh	Pol kappa inh	Pol eta inh	BAZ2B inh	Pol iota inh
CC(C)c1ccc(Cc2cnc(NC(=O)c3ccc4c(c3)CC(c3ccccc3)OC4=O)s2)cc1 (configuration not stated)
  3%[59 µM]	-15%	0%	/	27%	2%	-11%	-17%	0%
Cc1ccc(CNc2ccc(N3CCOCC3)c(Cl)c2)cc1
  /	?	-4%	-8%	-1%	-17%	-16%	40µM*	125%[activator]
CC1=Nc2ccc3ccccc3c2C1(C)C
  -1%	-15%	-2%	-4%	3%	-12%	-7%	-2%	20%
CC(NC(=O)Nc1ccc([N+](=O)[O-])cc1)C(c1ccccc1)N1CCOCC1 (configuration not stated)
  40µM*	-28%	-2%	0%	1%	-6%	-17%	16%	88%[activator]
CCn1ncc(Br)c1C(=O)Nc1ccc(C(=O)OC(C)C)cc1
  18%[59 µM]	-8%	3.5µM*	-3%	-20%	-8%	-1%	10%	-2%
Cc1cc(C)cc(NC(=O)CCN2CC(C)OC(C)C2)c1 (configuration not stated)
  -12%[59 µM]	-5%	0%	2%	14%	-1%	-10%	/	8%
CCN(CC(=O)N1CCCC1)S(=O)(=O)c1ccc(F)cc1
  /	-4%	4%	-10%	37%	-2%	-8%	12%	3%
CCn1c(/C=C/c2cc(Br)ccc2O)nc2ccccc2c1=O
  /	-16%	-5%	-12%	-3%	-14%	-9%	7%	-2%
COc1ccc(N2CCN(C3CC(=O)N(C)C3=O)CC2)cc1 (configuration not stated)
  ?	3%	2%	0%	1%	7%	-13%	-6%	-3%
CN1CCN(c2ncc3ncc(=O)n(Cc4cccs4)c3n2)CC1
  -4%[12.7 µM]	/	-10%	19%	/	5%[60.1 µM]	/	/	/
CCc1nnc(NC(=O)C2CCC(CNc3c(N4CCCCC4)c(=O)c3=O)CC2)s1 (configuration not stated)
  -50%[59 µM]	4%[11.4 µM]	0%	13%	-1%	6%	16%	-16%	6%
COc1cc(Br)cc(/C=C/c2ccc3cccc(O)c3n2)c1OC
  -5%[2.33 µM]	-6%	-2%	42%	-1%	2%	-14%	-32%	47%[activator]
CCCCCC(=O)NCc1c(C(F)(F)F)nn(C)c1N1CCOCC1
  16%[59 µM]	-14%	-5%	1%	4%	-10%	-9%	-7%	143%[activator]
CCOc1ccc(NC(=O)CN2C(=O)/C(=C3\SC(=S)N(C4CCS(=O)(=O)C4)C3=O)c3ccccc32)cc1 (configuration not stated)
  ?	-11%	-4%	3%	-10%	-9%	-8%	-31%	-12%
NC(=O)[C@H]1CC2(CC(c3cccc(NC(=O)[C@H]4CCC(=O)N4)c3)=NO2)CN1C(=O)c1ccccc1C(=O)c1ccccc1 (some centres not stated)
  -17%[12.7 µM]	89µM*	-5%	-6%	5%	1%	9%	-17%	-14%
CC(=O)NCCC(=O)Nc1cc(S(=O)(=O)N2CCOCC2)ccc1N1CCOCC1
  0%	5%	-2%	0%	7%	-6%	-26%	-10%	123%[activator]
CCN(CC)CCCNC(=O)c1cc2nc(-c3ccccc3)cc(C(F)(F)F)n2n1
  ?	-19%	-4%	16%	?	-15%	-8%	-3%	-7%
Cc1ccc(SCC(=O)Nc2ccc3oc(-c4ccccc4F)nc3c2)cc1
  7%[59 µM]	-17%	-6%	/	?	-19%	/	-16%	11%
CC(NCc1cccn1C)c1ccccc1 (configuration not stated)
  /	-11%	1%	9%	-2%	3%	-18%	?	-12%
COc1ccc2cc(CCNC(=O)c3c(-c4ccccc4Cl)noc3C)c(=O)[nH]c2c1
  5%	-12%	3%	-3%	8%	-18%	-6%	-3%	11%
CC(C)c1ccc(NC2CCCN(C(=O)c3cscn3)C2)cc1 (configuration not stated)
  -12%	-28%	0%	53%[activator]	5%	-23%	-3%	-28%	-20%
O=C1CN(C(=O)COc2ccc(Cl)c(Cl)c2)c2ccccc2N1
  -28%	-10%	/	30%	/	-2%	-20%	0%	-18%
COc1cccc(C2c3c(-c4ccccc4O)n[nH]c3C(=O)N2Cc2cccnc2)c1 (configuration not stated)
  13%[59 µM]	-32%	2%	/	24%	-2%	-19%	-28%	41%[activator]
O=C(NCCc1ccc2c(c1)OCCO2)c1cc(F)cc(F)c1
  ?	-7%	1%	0%	-9%[57.1 µM]	-1%	-12%	1%	10%
Cc1cc(=O)[nH]c(SCC(=O)Nc2ccccc2C)n1
  3%	-1%	3%	3%	-7%	4%	-10%	-15%	8%
CC(=O)Nc1nnc(/C=C/c2cccc([N+](=O)[O-])c2)s1
  48%[activator]	-13%	0%	46%[activator]	-2%	-17%	-10%	2%	155%[activator]
CCOC(=O)CN1CC23C=CC(O2)C(C(=O)Nc2ccc(OC)cc2OC)C3C1=O (configuration not stated)
  50µM*	-13%	-14%	10%	69%	0%	-18%	3%	26%
CCN1C(=O)c2cccc3c(Cl)ccc1c23
  401%[activator]	72%[activator]	2%	12%	-24%	-3%	-2%	153%[activator]	11%
Cc1ccc(S(=O)(=O)N2CCOCC2)cc1C(=O)Nc1cc(Cl)ccc1N1CCOCC1
  ?	-14%	/	-8%	/	-16%	-9%	0%	-5%
Cc1ccc(NS(=O)(=O)c2ccc3c(c2)C(C(C)C)C(=O)N3)cc1C (configuration not stated)
  0%[59 µM]	-11%	-2%	/	-1%	-6%[60.1 µM]	-24%	-3%	72%[activator]
O=C(CN1C(=O)c2cccc3cccc(c23)C1=O)N1CCN(c2ccccn2)CC1
  15%[59 µM]	-2%	0%	8%	-23%	-11%	4%	-1%	-1%
CCOc1cccc(OCCOCCN(C)Cc2ccccc2)c1
  -5%[12.7 µM]	-4%	2%	1%	-14%	3%	-10%	2%	-13%
Cc1ccc(-n2nc3c(N4CCC(C(=O)NC5CCCCC5)CC4)nnc(C)c3c2C)cc1
  -3%[59 µM]	-16%	-6%	/	-18%	3%	8%	-22%	6%
COc1ccc(S(=O)(=O)N2CCN(Cc3cccs3)CC2)cc1OC
  /	-13%	/	27%	/	-2%	-21%	/	46%[activator]
Cc1nc2c(nnn2Cc2ccccc2)c(=O)[nH]1
  ?	8.9µM*	-19%	-7%	0%	-26%	0%	/	-10%
CCCNc1ncnc2nc[nH]c12
  2%[59 µM]	-19%	3%	-3%	-2%	3%	3%	11%	12%

The list is partial; the hit share may differ from the screen's.
